Bioassay records (PubChem BioAssay)
CBFb RUNX1 block: qHTS Assay for Compounds Blocking the Interaction Between CBF-beta and RUNX1 for the Treatment of Acute Myeloid Leukemia. Runt-related transcription factor 1 (Homo sapiens) + Core-binding factor subunit beta …. Potency, µM (top dose mostly 59.8 µM), without a hit: at the top dose activity, negative = inhibition, usual class: inhibitors. AlphaScreen CBFb-His/RUNX1-biotin binding, biochemical. AID 1477, 2009. 230,000 tested, under 10 active; also: % of control where 0% means no effect
Target sequence (Q01196 whole entry, looked up): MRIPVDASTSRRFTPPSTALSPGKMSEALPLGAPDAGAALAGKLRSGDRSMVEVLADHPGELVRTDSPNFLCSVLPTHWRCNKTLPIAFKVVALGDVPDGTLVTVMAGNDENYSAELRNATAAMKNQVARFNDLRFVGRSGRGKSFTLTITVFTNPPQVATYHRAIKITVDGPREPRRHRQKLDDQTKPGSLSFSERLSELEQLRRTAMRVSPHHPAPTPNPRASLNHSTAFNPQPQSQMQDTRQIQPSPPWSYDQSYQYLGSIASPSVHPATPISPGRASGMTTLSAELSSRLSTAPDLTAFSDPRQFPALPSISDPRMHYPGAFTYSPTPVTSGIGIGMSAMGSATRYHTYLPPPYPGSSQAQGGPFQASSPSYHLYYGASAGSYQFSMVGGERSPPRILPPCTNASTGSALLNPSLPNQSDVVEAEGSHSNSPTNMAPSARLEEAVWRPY
Target sequence (Q13951 whole entry, looked up): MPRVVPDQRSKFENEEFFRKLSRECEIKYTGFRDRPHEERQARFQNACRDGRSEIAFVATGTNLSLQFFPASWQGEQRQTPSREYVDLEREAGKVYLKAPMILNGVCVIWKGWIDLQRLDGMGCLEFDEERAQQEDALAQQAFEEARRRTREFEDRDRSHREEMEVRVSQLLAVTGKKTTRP
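Inhibition was taken as any reduction in AlphaScreen signal from the CBF-beta–RUNX1 pair (His and biotin tags, 30 nM each), measured after compound (15 min) and bead (90 min) incubations at room temperature.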
SMN2 splice enh: qHTS Assay for Enhancers of SMN2 Splice Variant Expression. AID 1458, 2008. Potency, µM (titrated, usually from 46.1 µM), for inactives: at the highest dose activity change, positive = activation, hits mostly activators. 210,000 compounds, 2.8% hits. HEK293 SMN2-luciferase splicing reporter, luminescence, 30-36 h; also: potency is read from the fitted curve at half-maximal effect; % of control where 0% means no effect; nearly all actives have a fitted effect of over 55% in size
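HEK293 cells carry an SMN2 […]–luciferase reporter in which exon 7 inclusion puts luciferase in frame. Cells were plated 10-12 h before compound addition, then incubated 30-36 h at 37C. ONE-Glo luminescence was read; sodium butyrate at 4.5 mM final served as control.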
HTT ATP protect: qHTS Multiplex Assay to Identify Dual Action Probes in a Cell Model of Huntington: Cytoprotection (ATP); PC12 HTT-Q103 induced, cytoprotection, ATP luminescence, 40 h; Potency, µM (series often up to 56.4 µM), for the others: cytoprotection (ATP increase), most hits filed as activators; 230,000 compounds, 0.14% hits; AID 1471, 2008;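 also: potency is read from the fitted curve at half-maximal effect; % of control where 0% means no effect; nearly all actives have a fitted effect of over 45% in size; toxic huntingtin expression switched on by the ecdysone agonist tebufenozide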
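ATP quantification (ATPlite) reports survival of PC12 cells in which tebufenozide, 100 nM final, switches on Htt exon 1 with 103 glutamines linked to GFP; compounds are titrated.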
HttQ103 aggreg: qHTS Multiplex Assay to Identify Dual Action Probes in a Cell Model of Huntington: Aggregate Formation (GFP); PC12 HttQ103-GFP aggregates, Acumen cytometry, 40 h; 220,000 compounds, 1.1% hits; Potency, µM (titrated, usually from 46.1 µM), for the others: top-dose activity change, negative = inhibition, hits mostly inhibitors; also: potency is read from the fitted curve at half-maximal effect; % is scaled to controls: 0 for no effect and ±100 for the full control effect; nearly all actives have a fitted effect of over 60% in size
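Aggregates are detected as GFP objects 1–25 µm with signal 6 STDEV over background in lysates of induced PC12 cells. These carry Huntingtin exon 1 with 103 glutamines fused to GFP under an ecdysone promoter; compounds titrated.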
KinaseGlo FLuc: Counterscreen for Luciferase (Kinase-Glo TM) Inhibition | 200,000 compounds, 0.28% hits | AID 1379, 2008 | Potency, µM (top dose mostly 38.3 µM), inactives show top-dose activity change, negative = inhibition, actives largely listed as inhibitors | Kinase-Glo luciferase, ATP luminescence, 8 min; also: potency is read from the fitted curve at half-maximal effect; % is scaled to controls: 0 for no effect and ±100 for the full control effect; nearly all actives have a fitted effect of over 60% in size
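Recombinant Kinase-Glo luciferase, 10 uM ATP (linear range), luciferin; imidazole pH 7.2 / KCl / MgCl2 / Tween / BSA buffer; 8 min RT; luminescence.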
IMPase Li cell: qHTS Assay for Identifying the Cell-Membrane Permeable IMPase Inhibitors: Potentiation with Lithium; CHO-M1 cells, IP1 TR-FRET (IP-One), carbachol + lithium; Potency, µM (titrated, usually from 59.4 µM), inactives show at the highest dose activity, negative = IMPase inhibition, hits mostly inhibitors; 210,000 compounds, 0.35% hits; AID 1457, 2008;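 also: IP1 builds up when IMPase is blocked and the TR-FRET signal falls; potency is read from the fitted curve at half-maximal effect; plate controls were basal vehicle for no effect and high inhibitor control for full effect; nearly all actives have a fitted effect of over 50% in size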
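Test compounds were applied to CHO-M1 cells previously cultured for 16–30 h at 2000 per well. A small lithium amount accompanied them; after 30 min at 37C, IP1 was quantified by TR-FRET.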
Lamin A splicing: qHTS Assay for Modulators of Lamin A Splicing; HeLa LMNA splicing GFP/RFP minigene ratio, 48 h; Potency, µM (highest dose often 46.1 µM), for inactives: at the top dose ratio change, negative = inhibition, usual class: inhibitors; 200,000 compounds, 0.01% hits; AID 1487, 2009; active = well fitted inhibition curve with a large enough effect in the signal ratio, with a control signal flat, not every such curve was filed as active; inconclusive = small, poorly fitted or top-dose-only effect, or effect the other way, or a change in a side signal; the % refers to the signal ratio; also: potency is read from the fitted curve at half-maximal effect; % is scaled to controls: 0 for no effect and ±100 for the full control effect
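S3 HeLa cells stably expressing lamin A-EGFP splicing minigene plus DsRed2, 600 cells/well, 48 h compound exposure at 37C. Laser-scanning cytometry; analysed as GFP (500-530 nm)/RFP (575-640 nm) total intensity ratio; 0.5% DMSO vehicle.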
* = called active by the depositor; ? = inconclusive; . = no result given; [ ] = remark or other dose. Unless noted, calls follow the shape of the dose curve; as a rule, active = well fitted curve in the direction sought with a large enough effect; inconclusive = small, poorly fitted or top-dose-only effect, or another doubt; inactive = no such curve, though single readings can be large; an effect the other way counts as inactive or inconclusive.

| Molecule | CBFb RUNX1 block | SMN2 splice enh | HTT ATP protect | HttQ103 aggreg | KinaseGlo FLuc | IMPase Li cell | Lamin A splicing |
| --- | --- | --- | --- | --- | --- | --- | --- |
| COc1ccccc1NC(=O)c1nnn(CC(=O)Nc2ccccc2)c1N | -14.2% | 10.8% | 20.0%[10 µM] | 0.0% | -0.4% | -15.3% | -9.2% |
| COc1ccc(CNc2cccc(F)c2)cc1Br | 17.3% | -10.2% | -3.5% | -5.6%[9.22 µM] | 0.3% | 39.2%[activator][38.3 µM] | 11.2% |
| S=c1[nH]cc(Cc2ccccc2)s1 | -1.7% | -3.8% | . | 13.8% | -0.8% | -2.7% | 7.2% |
| COc1cc(Nc2ccc(C)cc2)c([N+](=O)[O-])nc1[N+](=O)[O-] | -5.6% | -16.4% | -16.9%[10 µM] | 25.7% | -2.7% | 1.6% | ? |
| Cc1c(NC(=O)CSc2nc3ccc(Cl)cc3[nH]2)c(=O)n(-c2ccccc2)n1C | 2.9% | -10.8% | 14.3% | ? | -3.3% | 25.5%[38.3 µM] | -2.3% |
| COC(=O)c1ccc(-c2ccc(F)cc2)nc1C | 19.0% | ? | . | 6.9% | -5.0% | -8.8% | -1.1% |
| C=C(C(=O)c1ccccc1)C(C(=C)C(=O)c1ccccc1)c1ccc(OC)cc1 | 4.7% | . | ? | 9.7%[9.22 µM] | . | . | . |
| COc1ccc(CCNC(=O)C(C)SCc2ccccc2)cc1 (centres undefined) | 0.6% | 1.2% | -20.3% | 0.8% | -1.3% | -0.1% | 0.4%[46 µM] |
| CCOC(=O)c1cc(-c2ccccc2)n(CCC(=O)N2CCN(c3ccccn3)CC2)c1C | 3.1% | -1.2% | . | 9.3% | -0.1% | 10.9% | -7.2% |
| COCCNC(=O)/C(C#N)=C/c1ccc(O)c([N+](=O)[O-])c1 | -1.7% | -2.2% | -148.1% | ? | ? | 4.9% | . |
| Cc1cccc(CN2CCc3c(OCC(=O)N4CCCc5ccccc54)cccc3C2=O)c1 | 10.4% | -95.8%[inhibitor] | -9.3%[10 µM] | ? | 1.2% | 18.4% | ? |
| CN(C)CCNC(=O)NC1CCCCC1 | -0.4% | -0.4% | 2.5% | -0.2% | 0.3% | 6.6%[38.3 µM] | 7.6% |
| CCO/C(C)=C1/SC(=S)NC1=O | 4.7% | . | -7.8%[10 µM] | 6.3%[9.22 µM] | . | . | . |
| CCOC(=O)N1CCN(c2c(NCc3cccs3)c(=O)c2=O)CC1 | -3.2% | 16.0% | -31.3%[inhibitor] | 2.5% | 0.1% | 1.2%[38.3 µM] | -25.3% |
| O=C(Nc1ccc(S(=O)(=O)Nc2nccs2)cc1)c1cnc(Cl)c(Cl)c1 | 2.2% | . | 13.2%[10 µM] | -15.7%[9.22 µM] | . | . | . |
| COc1ccc(CN2CCNC(=O)C2CC(=O)O)c(OC)c1 (centres undefined) | 12.7% | 7.7% | 12.1%[10 µM] | -8.4% | 1.0% | 15.4%[38.3 µM] | -8.0% |
| COc1ccc(CNC(=O)C/C(C)=N/NC(=O)c2ccc([N+](=O)[O-])cc2Cl)cc1 | -1.1% | -61.6%[inhibitor] | -5.9% | -9.5% | 15.2% | -7.6% | . |
| Cc1cc(C)nc(SCc2ccc(C(=O)N/N=C/c3ccco3)cc2)n1 | 8.8% | 10.2% | -34.3%[inhibitor] | 5.3% | -2.4% | -3.6% | . |
| COC(=O)C1(Cc2ccccc2)C=C2C(=C(C(C)C)C(=O)C2C)CN1 (centres undefined) | 13.9% | -33.9%[inhibitor] | -79.9%[inhibitor] | . | -2.4% | 10.8% | . |
| CCn1c(=O)c([N+](=O)[O-])c(NCC(O)c2ccccc2)c2ccccc21 (centres undefined) | -0.2% | 0.4% | . | -15.1% | 1.8% | 0.0% | ? |
| O=C1C2C(c3ccccc3)CC=CC2[C@H](c2ccc3ccccc3c2)N1Cc1ccccc1 (some centres undefined) | 12.2% | . | -57.5%[inhibitor][10 µM] | ? | . | . | . |
| Nc1c(C(=O)NCc2ccccc2)c2nc3ccccc3nc2n1CCCN1CCOCC1 | ? | -6.4% | . | -26.9% | -0.1% | 8.3% | 8.3% |
| Cc1cccn2cc(-c3ccc(Cl)cc3)nc12 | 6.4% | . | -13.3%[10 µM] | 15.2%[9.22 µM] | . | 9.5% | . |
| CCc1ccccc1NC(=O)c1cc(=O)c2ccccc2o1 | 7.9% | 2.5% | -32.0%[inhibitor] | 8.3% | -0.4% | 8.3% | 17.9%[46 µM] |

An excerpt from above in order of their number in SMN2 splice enh, largest number first.
Structure | SMN2 splice enh
Cc1cc(C)nc(SCc2ccc(C(=O)N/N=C/c3ccco3)cc2)n1 | 10.2%
CCc1ccccc1NC(=O)c1cc(=O)c2ccccc2o1 | 2.5%
Nc1c(C(=O)NCc2ccccc2)c2nc3ccccc3nc2n1CCCN1CCOCC1 | -6.4%

(list continues)
| Molecule | CBFb RUNX1 block | SMN2 splice enh | HTT ATP protect | HttQ103 aggreg | KinaseGlo FLuc | IMPase Li cell | Lamin A splicing |
| --- | --- | --- | --- | --- | --- | --- | --- |
| Cc1cc(/C=N/n2cnnc2)c(C)n1-c1ccc(Cl)cc1 | 3.5% | -32.1%[inhibitor] | 12.1%[0.074 µM] | 14.5% | 0.3% | 0.1% | ? |
| COc1ccc(C2=NOC(C(=O)Nc3cc(Br)ccc3O)C2)cc1OC (centres undefined) | 8.2% | -1.7% | 11.5%[10 µM] | 27.5% | 2.7% | 26.6%[38.3 µM] | -16.4% |
| CCCc1cc(C(=O)Nc2ccn(Cc3ccc(C)cc3)n2)no1 | 14.6% | . | 3.4%[10 µM] | -9.1%[9.22 µM] | . | . | . |
| Cc1ccc(/C=C2/SC(=S)N(CCC(=O)N3CCN(c4ccccc4)CC3)C2=O)cc1 | 8.6% | 3.1% | 1.9%[10 µM] | 5.6% | 9.8% | -15.5% | -6.8% |
| Cc1oc(-c2ccc3ccccc3c2)nc1CN(C)C(C)c1ccncn1 (centres undefined) | 11.3% | . | -15.1%[10 µM] | -1.4%[9.22 µM] | -2.2% | 3.6% | . |
| CCCCN1CNC(=S)N(CCc2ccccc2)C1 | 4.7% | -0.4% | 24.6%[10 µM] | -12.4% | -1.2% | 1.1% | -6.0% |
| COc1cc(N2CCOCC2)ncn1 | -2.9% | -5.1% | 36.1% | -10.1% | -1.0% | -2.0%[38.3 µM] | -4.2% |
| CCOc1ccc2c(c1)OC(c1ccc(C)cc1)(C(F)(F)F)NC2=O (centres undefined) | 4.2% | 14.9% | -67.8%[inhibitor][10 µM] | 4.3% | -9.4% | -1.4% | ? |
| O=C(O)c1cc([N+](=O)[O-])cc2c1nnn2O | -15.3% | -11.5% | -34.8%[inhibitor] | 8.9% | -28.6% | 35.4%[activator] | -6.0%[46 µM] |
| Cc1nn(Cc2ccc(C(=O)NN)cc2)c(C)c1Cl | 0.6% | . | -11.5%[10 µM] | -1.7%[9.22 µM] | . | . | . |
| O=C(c1cncs1)N1CCCC(CNS(=O)(=O)c2cccs2)C1 (centres undefined) | 2.9% | . | 14.4%[10 µM] | -4.4%[9.22 µM] | 3.2% | -1.1% | 3.5%[46 µM] |
| CCOC(=O)c1nc2ccccc2nc1C | 2.1% | 5.2% | . | -4.2% | -4.2% | -6.6% | 0.0% |
| COC(=O)c1c(NC(=O)C2C3C=CC(CC3)C2C(=O)O)sc(C)c1C (centres undefined) | 5.2% | -7.4% | . | -8.2% | 12.9% | -4.8% | 1.8% |
| CCOC(=O)N1CCN(C(=O)c2oc3ccc(S(=O)(=O)N4CCOCC4)cc3c2C)CC1 | 4.3% | -18.5% | 4.8% | ? | -1.1% | 40.0%[38.3 µM] | ? |
| Cc1nc(Nc2cccc(O)c2)c2c3c(sc2n1)CCC3 | 12.6% | . | -4.8%[10 µM] | 20.2%[9.22 µM] | . | . | . |
| COc1ccc(-c2cc(=O)n(CCC#N)[nH]2)cc1 | 1.6% | -15.0%[1.84 µM] | -0.6%[10 µM] | ? | -0.9% | 6.2% | -11.3% |
| O=C(O)C1c2ccccc2C(=O)N(Cc2ccc(F)cc2)C1c1ccncc1 (centres undefined) | 6.1% | . | 9.5%[10 µM] | 4.7%[9.22 µM] | . | . | . |
| Cc1ccc(C)c(OCc2nnc(SCC(=O)NCc3ccc4c(c3)OCO4)o2)c1 | -3.6% | -21.9% | -53.6%[inhibitor] | -10.5% | 3.6% | 0.0% | 13.4%[46 µM] |
| CCC(CC)NC(=O)C1CCN(S(=O)(=O)c2cccs2)CC1 | 2.0% | -9.7% | -1.2% | 18.7% | 1.0% | 12.3%[38.3 µM] | 7.8% |
| O=C(Nc1ccc(Cl)cc1)Nc1ccccc1C(=O)O | 4.6% | 12.6µM* | -17.6%[10 µM] | 8.2%[9.22 µM] | 12.6µM* | -3.8% | . |
| COc1ccc(-n2c(=O)c3ccccc3n(CC(=O)NC3CCCCC3)c2=O)c(OC)c1 | -3.1% | 2.1% | -3.9% | 15.5% | -2.4% | -2.5%[38.3 µM] | -0.4% |
| Oc1c(Br)cc(Br)cc1C=Nc1ccc2c(c1)OCCO2 | 6.3% | 0.0% | -16.0% | 5.9% | -9.9% | -23.9% | 3.0%[46 µM] |
| CCN(CC)CCCNC(=O)c1cc(Sc2nnc(C)s2)nc2ccccc12 | -6.8% | 6.7% | -7.8%[10 µM] | ? | 2.0% | 1.9% | ? |

Profiles as entered above:
Shown for Cc1nc(Nc2cccc(O)c2)c2c3c(sc2n1)CCC3 : CBFb RUNX1 block = 12.6%; SMN2 splice enh = .; HTT ATP protect = -4.8%[10 µM]; HttQ103 aggreg = 20.2%[9.22 µM]; KinaseGlo FLuc = .; IMPase Li cell = .; Lamin A splicing = .
Shown for CCOC(=O)c1cc(-c2ccccc2)n(CCC(=O)N2CCN(c3ccccn3)CC2)c1C : CBFb RUNX1 block = 3.1%; SMN2 splice enh = -1.2%; HTT ATP protect = .; HttQ103 aggreg = 9.3%; KinaseGlo FLuc = -0.1%; IMPase Li cell = 10.9%; Lamin A splicing = -7.2%
